# Source: PubChem BioAssay (The Scripps Research Institute Molecular Screening Center)
# PLC-gamma1 inh: inhibitors of human phospholipase C gamma1; purified PLC-gamma1, fluorogenic substrate, fluorescence; P19174; 370,000 compounds, 0.84% hits; inhibition, % at 12.2 µM; in the data active = inhibition above about 9.5%
# Target sequence (P19174 whole entry, looked up): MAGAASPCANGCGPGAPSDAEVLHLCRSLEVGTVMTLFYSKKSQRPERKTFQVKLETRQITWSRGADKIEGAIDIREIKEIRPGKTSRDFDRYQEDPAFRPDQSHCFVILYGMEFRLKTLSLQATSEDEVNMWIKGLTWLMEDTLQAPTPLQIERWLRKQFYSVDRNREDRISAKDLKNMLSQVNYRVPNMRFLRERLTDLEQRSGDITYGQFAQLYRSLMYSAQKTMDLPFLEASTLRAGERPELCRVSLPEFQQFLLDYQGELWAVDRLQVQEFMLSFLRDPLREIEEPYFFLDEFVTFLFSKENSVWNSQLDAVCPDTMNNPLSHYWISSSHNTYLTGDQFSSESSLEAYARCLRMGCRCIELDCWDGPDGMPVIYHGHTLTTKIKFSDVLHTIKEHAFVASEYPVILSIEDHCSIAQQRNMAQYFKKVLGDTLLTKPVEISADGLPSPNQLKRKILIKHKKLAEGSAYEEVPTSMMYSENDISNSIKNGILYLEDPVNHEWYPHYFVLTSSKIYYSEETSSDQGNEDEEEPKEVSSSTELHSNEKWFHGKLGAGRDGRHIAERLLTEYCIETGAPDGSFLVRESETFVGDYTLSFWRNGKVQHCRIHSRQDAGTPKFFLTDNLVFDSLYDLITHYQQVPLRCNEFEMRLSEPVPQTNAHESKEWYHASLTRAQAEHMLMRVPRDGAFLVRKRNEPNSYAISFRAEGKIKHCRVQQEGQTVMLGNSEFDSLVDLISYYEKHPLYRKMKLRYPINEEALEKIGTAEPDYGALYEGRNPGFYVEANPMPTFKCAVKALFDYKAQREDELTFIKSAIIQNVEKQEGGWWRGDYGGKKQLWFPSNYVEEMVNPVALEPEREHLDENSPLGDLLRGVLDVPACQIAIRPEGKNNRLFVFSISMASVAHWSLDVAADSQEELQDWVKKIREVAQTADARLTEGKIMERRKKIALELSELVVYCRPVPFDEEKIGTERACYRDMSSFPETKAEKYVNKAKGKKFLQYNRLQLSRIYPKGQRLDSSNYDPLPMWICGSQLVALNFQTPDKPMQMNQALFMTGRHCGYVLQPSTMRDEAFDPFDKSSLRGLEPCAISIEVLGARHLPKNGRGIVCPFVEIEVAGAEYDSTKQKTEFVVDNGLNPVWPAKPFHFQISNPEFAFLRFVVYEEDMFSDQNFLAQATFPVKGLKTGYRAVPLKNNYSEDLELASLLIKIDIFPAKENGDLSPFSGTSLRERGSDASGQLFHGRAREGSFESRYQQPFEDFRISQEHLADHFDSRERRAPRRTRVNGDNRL
# FXN GAA850 act: activators of GAA850 frataxin (FXN) promoter; AID 540364; activation, % at 6 µM; 360,000 compounds, 0.56% hits; HEK293 lucGAA850 FXN promoter luciferase reporter, 24 h; percent of 10 µM SAHA response;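 active = activation above the average of all compounds screened plus 3 SD, cutoff fixed separately per campaign, cut at about 7.5% in these data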;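 note: 0% = DMSO wells and 100% = 10 µM SAHA wells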
# DAX1 inh-1: blocks DAX1 repression of SF-1 activated StAR promoter; HEK293T StAR-luciferase reporter, SF-1/DAX-1 repression relief; inhibition, % at 6.8 µM; 370,000 compounds, 1.1% hits; AID 652010;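 active = inhibition above the mean over all tested compounds plus 3 SD, cut at about 3.6% in these data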;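 note: 0% = DAX-1 cells with DMSO and 100% = cells lacking DAX-1 with DMSO; higher inhibition means more luminescence from relief of DAX-1 repression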
# HGIII-sPLA2 inh: Blocks human group III sPLA2 activity; Q9NZ20; QFRET BODIPY PC-A2 liposome hydrolysis, fluorescence; inhibition, % at 12.2 µM; 370,000 compounds, 0.56% hits; AID 743126;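 active = inhibition above mean plus 3 SD of compounds lying within the high and low control bounds, cut at about 19% in these data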;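 note: 0% = median of test compound wells and 100% = no enzyme DMSO wells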
# PLC-beta3 inh: inhibitors of human phospholipase C beta3; 370,000 compounds, 0.18% hits; Purified PLC-beta3, fluorogenic substrate, fluorescence; inhibition, % at 12.2 µM; in the data active = inhibition above about 11%;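 note: 0% = median of compound wells on plate and 100% = full blocker control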
# hcDAF-12 act: H. contortus DAF-12 activation, primary screen; HEK293 hcDAF-12 lit1-tk-luc reporter, luminescence; 0% DMSO, 100% Δ7-dafachronic acid; activation, % at 6.8 µM; 370,000 compounds, 1.4% hits;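 active = activation above the mean of all tested compounds plus 3 SD, cut at about 5.5% in these data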;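 note: 100% = response to 3 µM Δ7-dafachronic acid high control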
# DAX1 inh-2: inhibitors of human orphan nuclear receptor DAX1 (NR0B1); HEK293 Gal4-DAX1 luciferase reporter, luminescence; inhibition, % at 6.75 µM; 340,000 compounds, 0.99% hits; AID 504766;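 active = inhibition above the mean over all tested compounds plus 3 SD, cut at about 4.2% in these data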;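 note: 0% = DAX1-transfected cells with DMSO and 100% = empty-vector control cells with DMSO; inhibition shows as a rise in luminescence from relieved DAX1 repression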
# hgDAF12 agonist: agonists of H. glycines DAF-12 nuclear receptor. HEK293 GAL4-hgDAF12 UAS-luciferase reporter, agonist luminescence; normalized to butyrate control. activation, % at 6.8 µM. 370,000 compounds, 1.8% hits. AID 687014;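 active = activation above a cutoff set at the mean of all screened compounds plus 3 SD, cut at about 10% in these data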;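 note: 0% = DMSO wells and 100% = sodium butyrate wells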
# ADAM17 inh: inhibitors of human ADAM17. P78536. recombinant ADAM17, EDANS/DABCYL FRET peptide cleavage. inhibition, % at 6.95 µM. 370,000 compounds, 0.83% hits. AID 720648;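 active = inhibition above the mean of compounds lying between control limits plus 3 SD, set per campaign, cut at about 8.5% in these data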;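 note: 0% = DMSO-only wells as the low control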
# ssDAF-12 act: S. stercoralis DAF-12 activation, primary screen; HEK293 ssDAF-12/GRIP1 lit1-tk-luc reporter, luminescence; % of 3 µM dafachronic acid response; activation, % at 6.8 µM; 370,000 compounds, 1% hits;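 active = activation above the mean over all tested compounds plus 3 SD, cut at about 0.9% in these data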;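 note: 0% = DMSO-only wells and 100% = 3 µM delta7-dafachronic acid wells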
# ADAM10 inh: inhibits human ADAM10 | O14672 | recombinant ADAM10, EDANS/DABCYL FRET peptide cleavage, 3 h | inhibition, % at 7 µM | 370,000 compounds, 0.62% hits;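 active = inhibition above a per-campaign cutoff equal to the mean of compounds falling between control-based bounds plus 3 SD, cut at about 20% in these data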;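 note: 0% = DMSO wells while the 100% control is not disclosed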
# Numbers without * were called inactive; i = inactive; · = not tested or not shown.
SMILES,PLC-gamma1 inh,FXN GAA850 act,DAX1 inh-1,HGIII-sPLA2 inh,PLC-beta3 inh,hcDAF-12 act,DAX1 inh-2,hgDAF12 agonist,ADAM17 inh,ssDAF-12 act,ADAM10 inh
COc1ccc(NS(=O)(=O)c2ccc3oc(=S)[nH]c3c2)cc1,0,-0.7,-0.1,-5,-4,-1.6,-2.7,0.3,-4,-1.8,2
Cc1cc(C(F)(F)F)nc(SCc2ccc(C(=O)O)o2)n1,-10,0.4,0.8,-5,-12,-1.4,-0.5,2.4,-4,-1.0,-15
CC(C)Cc1nnc(NC(=O)CCC(=O)N2CCOCC2)s1,2,1.7,-0.1,10,-2,-0.8,-0.5,0.4,-7,-1.1,4
C=CCC(=O)N1CCC(n2nccc2NC(=O)c2ccc3c(c2)OCO3)CC1,-1,2.8,-0.5,6,3,-0.4,3.4,2.0,0,-0.8,-7
Cc1ccc(-n2c(C)cc3c2CCCC3=O)cc1,-9,2.3,-0.8,6,-5,-1.8,0.8,-2.8,-7,-1.2,-2
CCCNC(=O)C12CCC(C)(c3nc4cc(C)c(C)cc4nc31)C2(C)C (centres undefined),5,-0.2,-0.4,6,-26,-1.4,-0.4,-1.2,1,-1.6,-2
CC1CCN(C(=O)COC(=O)Cc2ccc(Br)cc2)CC1,2,-1.3,-0.4,9,-1,0.3,0.6,-1.2,-5,-1.2,3
O=C(c1ccccc1)N1CCCCC(Cl)C1=O (centres undefined),1,-1.9,-1.5,3,-5,0.3,0.2,-0.7,-1,-0.9,-13
CCC1NC(=S)N(C2CCCCC2)C1=O (centres undefined),1,-0.6,0.2,-16,4,-0.6,-0.3,-1.6,1,-0.5,5
CCCn1nnc(NC(=O)/C=C/c2ccc(C(C)C)cc2)n1,1,1.2,0.8,4,-7,2.2,-1.4,5.0,-5,-0.7,-3
CC(C)Cn1c(CNC(=O)c2ccccc2)nc2ccccc21,7,-1.0,0.1,12,2,-1.7,-1.4,2.6,2,-1.3,3
O=C(c1ccc2snnc2c1)N1CCCC1,2,0.6,0.0,4,3,-1.2,-0.2,-2.4,2,-1.0,-3
COc1ccccc1NC(=O)C1=C(C)Nc2nc(-c3ccccc3)nn2C1c1ccccn1 (centres undefined),0,-2.1,-0.7,-9,0,-1.3,0.1,-2.5,2,-0.9,67*
CCSc1nnc([C@H](C)NC(=O)OC(C)(C)C)o1,2,-1.2,-0.7,1,2,-0.8,1.3,0.3,0,-1.2,5
O=C(CN1C(=O)CCS(=O)(=O)c2ccccc21)Nc1ccc(Cl)cc1,3,0.6,-0.3,1,-2,-1.4,0.4,-1.7,0,-0.8,-3
O=C(NC1(C(F)(F)F)C(=O)Nc2c1c(=O)[nH]c(=O)n2Cc1ccccc1)c1ccc(Cl)cc1 (centres undefined),1,0.4,0.6,7,0,0.3,0.1,-0.5,-1,-1.4,-17
Cc1cnc(NC(=O)COc2ccccc2Cl)s1,5,-12,-0.1,3,-1,3.2,-4.1,-6.3,-2,-1.4,-9
CCOC(=O)[C@H]1[C@H]2COc3ccc(OC)cc3[C@@H]2N2C(=O)CN(Cc3ccc(F)cc3)C(=O)[C@@]12C,5,-0.1,0.1,-11,-1,0.7,1.0,1.3,5,-1.0,6
CC(NC(=O)c1cc(S(=O)(=O)N(C)C)ccc1Cl)c1ccc(-n2ccnc2)cc1 (centres undefined),-2,-0.3,-1.1,4,-5,-0.3,0.5,1.0,-4,-0.5,-13
CCOc1cc(N2CCOCC2)c(OCC)cc1NC(C)C(=O)N1CCN(CC)CC1 (centres undefined),7,0.5,0.3,-4,2,0.9,-0.8,-2.6,1,-1.8,-5
O=C(CCS(=O)(=O)c1ccccc1)Nc1ncc([N+](=O)[O-])s1,-1,-0.8,-0.8,-2,0,0.5,0.2,-0.8,-4,-1.2,3
O=C1OCCN1c1ccccc1,3,-1.6,0.3,5,1,-1.7,0.8,-1.4,-3,-1.0,-9
CCCOc1ccc(N2C(=O)CC(N(Cc3ccco3)C(C)=O)C2=O)cc1 (centres undefined),0,1.1,-0.1,1,1,-1.8,0.2,0.5,1,-1.6,-5
O=C(NC1CCCCC1)C(C1CC1)n1c(=O)c(-c2ccccc2)nc2ccccc21 (centres undefined),-102,·,1.1,5,-135,-1.9,·,-2.8,-152,-1.4,i
COCCNC(=O)C1Cc2c(-c3cccc(NC(C)=O)c3)ccnc2O1 (centres undefined),3,1.5,-0.6,9,-1,-0.1,·,-2.6,-4,-1.1,-13
O=C(O)C1CC=CCC1C(=O)Nc1ccc(F)c(F)c1 (centres undefined),-2,2.6,0.1,-3,0,-0.3,0.2,-1.4,-3,-1.0,4
COc1ccc(NC(=O)Nc2sc(=S)n(C)c2C)cc1,0,3.9,-0.3,2,0,3.2,-0.7,1.3,1,-1.4,2
Cn1c(=O)c2cc3ccccc3nc2n(C)c1=O,-16,-0.1,0.4,6,-28,-0.1,3.2,-0.8,-43,-1.4,-108
c1ccc(Cn2c(SCc3nc4ccccc4s3)nnc2-c2ccco2)cc1,0,1.7,-0.9,-14,-2,2.5,-0.2,0.9,1,-0.4,-3
Cc1ccc([N+](=O)[O-])cc1S(=O)(=O)N1CCNCC1,-3,2.6,0.0,0,0,-2.1,1.1,1.8,-1,-1.1,-6
COc1cccc(CN2CCC(n3nccc3NC(=O)CCCc3ccccc3)CC2)c1O,-1,0.4,-0.6,-29,-5,-2.4,-0.6,-1.6,2,-0.7,0
O=C(COC(=O)c1nc(Cl)ccc1Cl)NC(=O)c1ccccc1,1,0.5,0.3,-2,-4,-0.4,0.4,1.6,1,-1.1,-8
CCn1nnc(NC(=O)c2ccc(Br)o2)n1,3,2.7,0.3,-3,6,0.0,0.8,1.0,1,-0.4,6
Cn1c(CCNC(=O)c2ccco2)nc2cc(NC(=O)c3ccccc3)ccc21,0,2.7,0.2,6,-9,-0.2,2.3,6.1,-6,-0.7,-3
CCO[C@@H]1OC(C(=O)N2CCN(Cc3ccc4c(c3)OCO4)CC2)=C[C@H](c2coc3ccccc3c2=O)[C@H]1CCCO,2,-0.6,-1.0,-16,2,-4.5,-2.3,-2.8,3,-2.1,7
CCCCOc1ccc(C(=O)NCC(=O)N2CCN(Cc3ccc4c(c3)OCO4)CC2)cc1,2,1.3,-5.1,-10,-1,-1.7,-1.3,-1.6,0,-1.2,-1
COc1ccc(CCNS(=O)(=O)c2ccc3c(c2)NC(=O)CS3)cc1OC,-1,-1.0,0.2,-5,-3,-1.0,-0.6,-0.5,-2,-0.9,5
COc1cc(C(=S)N2CCOCC2)cc(OC)c1OC(=O)Cc1ccc(F)cc1,1,-1.1,0.6,8,-3,-1.6,2.5,0.6,-5,-0.9,1
CC(NC(=O)COC(=O)c1ccc([N+](=O)[O-])o1)c1ccccc1 (centres undefined),-1,1.4,0.9,-2,2,-0.5,-0.1,-0.8,-1,-1.4,-7
CCCCOc1ccccc1C(=O)NNC(=S)NC(=O)c1ccccc1[N+](=O)[O-],6,0.8,-0.6,43*,-3,-1.4,-1.4,-1.1,8,-1.8,27*
COc1ccc(C)cc1S(=O)(=O)Nc1ccc(F)cc1,-1,1.5,-0.5,-7,1,-1.8,-0.3,-0.3,-4,-0.8,-1
CCCc1c(O)nc(SCCN(CC)CC)[nH]c1=O,2,0.1,-0.2,-3,1,0.6,2.3,0.6,-3,-1.2,0
COC(=O)c1c(C)oc(C)c1S(=O)(=O)NC(C)(C)C,2,0.5,0.1,7,-7,-1.6,0.8,-1.0,-5,-2.1,2
COc1ccc(CNC(=O)CN(C(=O)CCC(=O)Nc2ccccn2)c2cccc(C)c2C)cc1,1,0.7,0.0,3,-5,0.6,0.9,-0.8,-4,-0.9,-3
Cc1ccc(N=Cc2ccc[nH]2)c(O)c1,-14,-5.5,0.0,-8,-17,2.5,-3.1,0.1,-4,0.5,-13
OCCCc1ccc(O)c(O)c1,4,-1.6,0.6,0,6,-0.6,-0.5,-2.2,0,-1.1,-4
Cc1cccc(NC(=O)COC(=O)Cc2c[nH]c3ccccc23)c1C,0,4.4,-0.3,-64,2,0.8,-0.6,1.8,-2,-0.3,2
O=C(CN1CCOCC1)Nc1nc2ccc(F)cc2s1,-6,3.9,0.4,-2,-6,4.2,1.5,5.3,0,0.3,3
CC(=O)Nc1ccccc1Oc1ccccc1,2,-0.9,2.0,0,-4,-1.2,-1.4,-3.7,-4,-1.6,-5
CC(C)c1ccc(NC(=O)Cc2cn(C)c3ccccc23)cc1,0,1.1,-0.4,-68,1,1.4,0.0,2.6,5,-1.3,12
O=c1c2c(-c3ccc([N+](=O)[O-])cc3)csc2nc2n1CCC2,-1,0.3,-0.5,-1,3,-2.2,-0.5,-1.1,-1,-1.0,3
CCc1nnc(NC(=O)CSc2nc(N)c(NC(=O)c3ccc(OC)cc3)c(=O)[nH]2)s1,3,-0.5,0.1,4,-7,-1.7,1.1,1.7,0,-1.7,4
O=C(CN1CCOCC1)N1N=C(c2cccs2)CC1c1cccs1 (centres undefined),-10,-0.5,-0.8,1,-19,0.5,0.0,-0.2,-7,-1.7,-12
CN(Cc1ccccc1Cl)C(=O)c1cnccc1C(F)(F)F,3,-0.1,0.2,-1,-5,-1.1,-0.6,0.5,2,-1.5,11
O=C(O)CC(NC(=O)/C(=C/c1ccccc1)NC(=O)c1ccccc1)c1ccccc1 (centres undefined),-1,1.4,0.1,7,-4,1.6,0.5,1.0,1,-0.8,7
O=C(O)c1cc(C(=O)C2CC2)c[nH]1,1,0.7,0.1,-3,2,-0.1,1.3,-0.4,1,-0.9,0
CC(=O)c1cccc(S(=O)(=O)NC2CCSc3ccccc32)c1 (centres undefined),7,4.1,-0.3,-7,-5,2.1,-1.3,-0.4,0,-0.6,18
CC(C)C(c1nnnn1C1CCCCC1)N1CCc2ccccc2C1 (centres undefined),-14,1.9,0.4,5,-14,5.2,0.7,0.8,-18,-0.3,-33
CCOC(=O)[C@H]1[C@H]2COc3ccccc3[C@@H]2N2C(=O)CN(Cc3ccccc3)C(=O)[C@@]12C,1,1.1,0.6,-2,1,1.3,-1.7,-2.1,2,-1.1,6

# 2 compounds drawn at random from those above:
SMILES,PLC-gamma1 inh,FXN GAA850 act,DAX1 inh-1,HGIII-sPLA2 inh,PLC-beta3 inh,hcDAF-12 act,DAX1 inh-2,hgDAF12 agonist,ADAM17 inh,ssDAF-12 act,ADAM10 inh
COC(=O)c1c(C)oc(C)c1S(=O)(=O)NC(C)(C)C,2,0.5,0.1,7,-7,-1.6,0.8,-1.0,-5,-2.1,2
c1ccc(Cn2c(SCc3nc4ccccc4s3)nnc2-c2ccco2)cc1,0,1.7,-0.9,-14,-2,2.5,-0.2,0.9,1,-0.4,-3

# Marked active in HGIII-sPLA2 inh, of those listed so far:
structure	PLC-gamma1 inh	DAX1 inh-1	HGIII-sPLA2 inh	PLC-beta3 inh	hcDAF-12 act	DAX1 inh-2	ADAM17 inh	ssDAF-12 act	ADAM10 inh
CCCCOc1ccccc1C(=O)NNC(=S)NC(=O)c1ccccc1[N+](=O)[O-]	6	-0.6	43*	-3	-1.4	-1.4	8	-1.8	27*
